VP16 counter: counter-screen for ROR gamma inhibitors: Gal4-VP16 reporter | Drosophila S2 Gal4-VP16 UAS-luciferase, luminescence, 20 h | Potency, µM (top dose mostly 53.6 µM), for inactives: at the highest dose activity, negative = inhibition, hits mostly inhibitors | 3.5% of 310,000 active | AID 2546;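 note: Gal4-VP16 expression switched on by copper sulfate through the metallothionein promoter; % is set by controls: 0 for no effect and ±100 for the full control effect; nearly all actives have a fitted effect of over 50% in size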
NPC1 prom act: activators of NPC1 promoter; Huh7 NPC1 promoter luciferase reporter, 24 h; Potency, µM (top dose mostly 9.22 µM), for inactives: at the highest dose activation, hits mostly activators; 2.4% of 320,000 active; AID 485313;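 note: % of control where 0% means no effect; nearly all actives have a fitted effect of over 60% in size; reporter is driven by a mutant NPC1 promoter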
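Cells: Huh7 expressing luciferase under the NPC1 promoter, 1500/well. Seeded 2 h, compound added, incubated 24 h at 37 °C. Luciferase reagent, 10 min ambient, then luminescence.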
RORg inh: blocks mouse ROR gamma transcriptional activity; P51450; Drosophila S2 Gal4-RORgamma UAS-luciferase reporter, 20 h; Potency, µM (doses to about 53.6 µM), for inactives: at the top dose activity change, negative = inhibition, actives largely listed as inhibitors; 5.4% of 310,000 active; AID 2551; note: % is set by controls: 0 for no effect and ±100 for the full control effect; nearly all actives have a fitted effect of over 60% in size
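Read-out: Photinus luciferase luminescence; inhibitors lower reporter signal. Insect Schneider cells with Gal4-ROR gamma fusion under metallothionein promoter, UAS reporter; 700 uM final copper sulfate induction, 20 hr, ambient temperature.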
Rab9 promoter act: Rab9 promoter activation; 2.8% of 320,000 active; Huh7 Rab9 promoter-luciferase reporter, luminescence, 24 h; Potency, µM (highest dose often 9.22 µM), for the others: at the top dose activation, negative = inhibition, hits mostly activators; note: % of control where 0% means no effect; nearly all actives have a fitted effect of over 60% in size
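Luminescence read-out: Huh7 cells stably expressing Rab9-luciferase, treated 24 h with compound at 37 °C, then lysed with luciferase reagent for 10 min at ambient before reading.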
ELG1 genotoxic: inducers of genotoxicity in HEK293T ELG1-luciferase cells; HEK293T ELG1-luciferase reporter, luminescence, 16 h; Potency, µM (highest dose often 46 µM), without a hit: at the highest dose activity change, positive = activation, usual class: activators; 1.3% of 330,000 active; note: % of control where 0% means no effect; nearly all actives have a fitted effect of over 60% in size
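Genotoxic stress is detected as increased luminescence from luciferase-tagged ELG1 in HEK293T cells, measured with ONE-Glo after a 16 hr treatment at 37 °C.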
MBNL1-CUG inh: inhibitors of human MBNL1 binding to CUG repeat RNA; TR-FRET MBNL1-His/biotin-(CUG)12 binding, 665/545 ratio; Potency, µM (doses to about 57.5 µM), for the others: top-dose activity change, negative = inhibition, usual class: inhibitors; 0.036% of 280,000 active; Q9NR56; active = well fitted inhibition curve with a large enough effect in the signal ratio, with a control signal flat, not every such curve was filed as active; inconclusive = small, poorly fitted or top-dose-only effect, or effect the other way, or a change in a side signal; inactive = no such curve, though single readings can be large or run the other way; the % refers to the signal ratio; note: % is set by controls: 0 for no effect and ±100 for the full control effect
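Compound titration spanned 92 nM–58 uM against the MBNL1-His/biotin-(CUG)12 complex. After 60 min at room temperature with 5 nM streptavidin-XL665 and 0.055 ng/ul terbium anti-His, ratiometric 665/545 nm emission (Ex 340 nm) normalized to controls.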
uPA surface inh: blocks generation of uPA at the cell surface | cell surface uPA generation assay, qHTS | Potency, µM (top dose mostly 38.3 µM), inactives show at the highest dose activity change, negative = inhibition, most hits filed as inhibitors | 0.31% of 330,000 active | AID 540303; active = well fitted inhibition curve with a large enough effect; inconclusive = small, poorly fitted or top-dose-only effect; inactive = no such curve, though single readings can be large or run the other way; tested in mouse RAW 264.7 cells; note: % is set by controls: 0 for no effect and ±100 for the full control effect; nearly all actives have a fitted effect of over 55% in size
p53 reactivation: restores transcriptional activity of mutant p53; H1299 p53-A138V BP100-luciferase reporter, luminescence, 24 h; Potency, µM (series often up to 92.2 µM), inactives show at the top dose activity change, positive = activation, actives largely listed as activators; 0.063% of 320,000 active; note: % of control where 0% means no effect; nearly all actives have a fitted effect of over 45% in size
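p53-null H1299 cells stably carrying temperature-sensitive p53-A138V and a BP100-luciferase reporter were pinned with compounds (4-point, 1:5 series) and held 24 hrs at 37 deg C. Luminescence was read 10 min after detection reagent.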
BRCA1 expr act: activators of BRCA1 expression; MCF7-BRCA1-FFLuc reporter, luminescence, 48 h; response scale: scaled: vehicle 0%, 10 µM genistein 100%; Potency, µM (doses to about 46.1 µM), for inactives: at the highest dose activation, actives largely listed as activators; 1.1% of 380,000 active; AID 624202; note: nearly all actives have a fitted effect of over 80% in size; some results filed as inactive show a strong effect at the top dose
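48 h compound treatment of MCF7-BRCA1-FFLuc cells (phenol-red free MEM, 37 °C), then 15 min with luciferase substrate and luminescence imaging.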
FLuc counter: inhibits or activates purified firefly luciferase, miR-21 counter-screen. P08659. purified FLuc, Km substrates, luminescence inhibition. Potency, µM (highest dose often 57.5 µM), without a hit: at the highest dose activity change, negative = inhibition, most hits filed as inhibitors. 6.9% of 360,000 active;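 note: plate controls were vehicle for no effect and reference inhibitor for full effect; nearly all actives have a fitted effect of over 55% in size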
Target sequence (P08659 whole entry, looked up): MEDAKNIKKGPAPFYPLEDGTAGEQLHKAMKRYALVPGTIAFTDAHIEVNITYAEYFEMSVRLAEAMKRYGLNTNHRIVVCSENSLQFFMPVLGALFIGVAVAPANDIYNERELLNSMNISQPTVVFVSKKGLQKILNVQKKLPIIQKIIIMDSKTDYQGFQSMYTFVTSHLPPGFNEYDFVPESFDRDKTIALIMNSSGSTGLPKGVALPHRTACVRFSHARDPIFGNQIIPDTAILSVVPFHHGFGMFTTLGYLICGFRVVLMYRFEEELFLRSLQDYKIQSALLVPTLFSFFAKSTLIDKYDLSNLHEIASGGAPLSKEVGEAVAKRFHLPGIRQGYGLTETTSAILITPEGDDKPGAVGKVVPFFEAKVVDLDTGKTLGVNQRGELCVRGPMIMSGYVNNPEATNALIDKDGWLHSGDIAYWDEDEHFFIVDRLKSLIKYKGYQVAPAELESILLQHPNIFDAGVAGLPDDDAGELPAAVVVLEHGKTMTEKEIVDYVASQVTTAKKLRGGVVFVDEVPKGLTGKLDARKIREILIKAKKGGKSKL
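Purified P. pyralis luciferase, 10 nM final, with Km-level 10 uM D-luciferin and 10 uM ATP in 50 mM Tris acetate pH 7.5, 10 mM Mg acetate, 0.01% Tween-20, 0.05% BSA; 6-point qHTS titration about 60 µM downward; luminescence read.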
* = called active by the depositor; ? = inconclusive; . = not tested or not shown; [ ] = remark or other dose. Unless noted, calls come from the whole dose curve; as a rule, active = well fitted curve in the direction sought with a large enough effect; inconclusive = small, poorly fitted or top-dose-only effect, or another doubt; inactive = no such curve, though single readings can be large; an effect the other way counts as inactive or inconclusive. Potency is the fitted concentration of half-maximal effect.

Structure | VP16 counter | NPC1 prom act | RORg inh | Rab9 promoter act | ELG1 genotoxic | MBNL1-CUG inh | uPA surface inh | p53 reactivation | BRCA1 expr act | FLuc counter
CCC1(CC)Cc2ccccc2-c2nc(CN3CCOCC3)[nH]c(=O)c21 | -15% | -1% | -24% | 1% | -4% | -15% | -3% | 1% | 0% | 5%
O=Cc1cc2cc3c(cc2nc1Cl)OCCO3 | -4% | 3% | 15% | 11% | ? | ? | -2% | 3% | 74% | -15%
CCCn1c(O)c(C=Nc2ccccc2)sc1=S | 21% | 14% | 39% | ? | ? | 4% | 2% | 10% | ? | 21µM*
CC(CCc1ccccc1)NC(=O)c1ccccc1C(=O)O (stereo not drawn) | 6% | 1% | -2% | 0% | 0% | -6% | 5% | -5% | -11% | 0%
CC(C)OCCCNc1ncnc2c1cnn2-c1ccccc1 | ? | 1.4µM* | ? | 0.45µM* | -1% | 10% | -6% | ? | ? | 4.3µM*
COc1ccccc1CN1CC(C(=O)NCc2ccc(SC)cc2)CCC1=O (stereo not drawn) | . | 7% | . | 6% | -2% | -5% | -4% | . | -3% | -10%
O=C(NCc1ccc2c(c1)OCO2)c1sccc1Br | 2% | 18% | 14% | 10% | 8% | 3% | 2% | -1% | 57% | ?
CN1CCn2c1nc(N1CCOCC1)nc2=O | 5% | -1% | 0% | -3% | 3% | -4% | 4% | -5% | -12% | -4%
Cc1ccc(O)c(CNc2ccc(S(=O)(=O)Nc3nccs3)cc2)c1 | 5% | 1% | 24% | -5% | 1% | 1% | 0% | -2% | -3% | -3%
O=C(CCn1cnc2ccccc2c1=O)Nc1ccc2c(c1)OCCO2 | 6% | 2% | 32% | -1% | 12% | -7% | 6% | 22% | 60% | 6%[2.3 µM]
COc1ccc(CN(C(=O)c2cc(=O)c3ccccc3o2)C2CCS(=O)(=O)C2)cc1 (stereo not drawn) | 1% | -3% | 6% | -1% | 1% | 3% | 0% | -5% | -1% | 4%
Cc1cc(-c2csc(N)n2)c(C)n1Cc1ccccc1 | -4% | 6% | 14% | 23% | 0% | -1% | . | -3% | 1% | ?
CN(C)c1ccc(C(C(=O)NC2CCCCC2)N(Cc2ccco2)C(=O)c2snc(C(N)=O)c2N)cc1 (stereo not drawn) | 3% | 1% | 23% | -27% | -30%[inhibitor] | 16% | . | 1% | -33% | -2%
O=C(CSc1nc2[nH]c(=O)cc(O)c2s1)Nc1cccc(Br)c1 | . | -5% | . | -3% | 0% | . | 6% | -11% | -4% | 0%
CC1=NN(c2ccc(Cl)cc2)C(=O)C1C(c1cccc(O)c1)c1c(C)[nH]n(-c2ccc(Cl)cc2)c1=O (stereo not drawn) | ? | 10% | ? | 0% | 0% | . | -4% | 10% | -65% | ?
O=C(Nc1ccc2c(c1)OCCO2)C1CCN(S(=O)(=O)c2ccccc2)CC1 | 1% | 2% | 25% | 2% | -3% | -2% | 2% | -2% | -10% | 1%
CCCn1c(=O)c2ccccc2n2c(SCC(=O)c3cc(C)n(CCOC)c3C)nnc12 | 1% | 1% | -3% | -9% | 0% | -2% | 10% | -2% | -9% | 1%
CSc1ccc(/C=C(\NC(=O)c2ccccc2)C(=O)NN)cc1 | -3% | 2% | 7% | -2% | -1% | 13% | 2% | 5% | -28% | -14%
CC1=C(C)C(=O)N(c2ccccn2)C1=O | 2% | -2% | -1% | 1% | 0% | 19% | -9% | 15% | -5% | -1%
COc1ccc(NC(=O)c2ccccc2O)c(OC)c1 | 0% | ? | 7% | 3.2µM* | 11µM* | -16% | . | ? | 50% | 9.5µM*

5 compounds from above, sorted by molecular weight, low to high:
Structure | VP16 counter | NPC1 prom act | RORg inh | Rab9 promoter act | ELG1 genotoxic | MBNL1-CUG inh | uPA surface inh | p53 reactivation | BRCA1 expr act | FLuc counter
COc1ccc(NC(=O)c2ccccc2O)c(OC)c1 | 0% | ? | 7% | 3.2µM* | 11µM* | -16% | . | ? | 50% | 9.5µM*
CCCn1c(O)c(C=Nc2ccccc2)sc1=S | 21% | 14% | 39% | ? | ? | 4% | 2% | 10% | ? | 21µM*
CC(C)OCCCNc1ncnc2c1cnn2-c1ccccc1 | ? | 1.4µM* | ? | 0.45µM* | -1% | 10% | -6% | ? | ? | 4.3µM*
Cc1ccc(O)c(CNc2ccc(S(=O)(=O)Nc3nccs3)cc2)c1 | 5% | 1% | 24% | -5% | 1% | 1% | 0% | -2% | -3% | -3%
COc1ccccc1CN1CC(C(=O)NCc2ccc(SC)cc2)CCC1=O (stereo not drawn) | . | 7% | . | 6% | -2% | -5% | -4% | . | -3% | -10%
